# Bioassay records (PubChem BioAssay)
# CAL PDZ FP-1: inhibitors of human CAL PDZ peptide binding. Q9HD26. inhibition, % at 20 µM. 0.02% of 330,000 active. purified CAL PDZ, TMR-peptide fluorescence polarization, 1 h. AID 504414;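 active means highest replicate inhibition of at least 40%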;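 further: plate controls were DMSO neutral control wells for no effect and unlabeled competitor peptide control wells for full effect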
#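 Material – purified CerCALP PDZ construct · Detection – FP readout, S and P plane fluorescence · Measure – percent inhibition from loss of millipolarization · Controls – unlabelled peptide for full inhibition, DMSO wells as neutral · Probe or stimulus – TMR-labelled reporter peptide T*-PRC34 bound in PDZ groove · Times – 1 h at RT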
# NSD2 HMT inh: NSD2 (human) methyltransferase inhibition. O96028. NSD2 peptide methylation, AlphaScreen, 120 min. inhibition, % at 12.5 µM. 0.54% of 310,000 active; in the data active means inhibition above about 50%
# MITF act: increases MITF-driven TRPM1 promoter luciferase signal | SK-MEL-5 TRPM1-promoter luciferase, 24 h; % of positive control, neutral wells = 0 | activation, % at 12.5 µM | 0.75% of 300,000 active;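 active means mean activation of at least 80% with every replicate also reaching 80%; inconclusive means mean reaches 80% but some replicate falls short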;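 further: 0% = neutral control wells and 100% = parthenolide positive control wells; values of inactives mirror those of a sister screen read the other way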
# Rtt109 Vps75: inhibitors of Candida albicans Rtt109/Vps75 histone acetyltransferase. Q5AAJ8. purified Rtt109/Vps75, ThioGlo CoA-SH fluorescence, 4 h. inhibition, % at 34.9 µM. 0.16% of 330,000 active. AID 540336;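 active means inhibition of at least 50% in every replicate; inconclusive means best replicate reaches 50% inhibition but some replicates fall short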
# Target sequence (Q5AAJ8 whole entry, looked up): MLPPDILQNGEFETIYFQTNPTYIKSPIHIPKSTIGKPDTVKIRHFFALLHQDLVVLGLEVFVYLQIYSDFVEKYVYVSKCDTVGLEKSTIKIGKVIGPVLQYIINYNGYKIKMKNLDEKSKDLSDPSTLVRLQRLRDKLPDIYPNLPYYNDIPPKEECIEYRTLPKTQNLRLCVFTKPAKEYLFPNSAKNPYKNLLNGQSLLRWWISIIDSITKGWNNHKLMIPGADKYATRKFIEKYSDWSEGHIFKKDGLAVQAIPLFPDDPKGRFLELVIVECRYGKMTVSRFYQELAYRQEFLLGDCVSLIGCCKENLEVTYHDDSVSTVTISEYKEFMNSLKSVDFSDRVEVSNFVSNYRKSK
# dFosB act: activators of mouse delta FosB homodimer; AID 493131; 0.99% of 340,000 active; activation, % at 25 µM; purified delta FosB, TAMRA-CDK5 oligo fluorescence polarization; percent of positive-control signal above neutral wells; P13346;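 active means mean activation above about 17%, with every replicate also reaching it, limit read from the data, passing the limit was not always enough; inconclusive means only one of the two conditions met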;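 further: fluorescence polarization rise as delta FosB binds a TAMRA Cdk5 AP-1 oligo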
# Target sequence (P13346 whole entry, looked up): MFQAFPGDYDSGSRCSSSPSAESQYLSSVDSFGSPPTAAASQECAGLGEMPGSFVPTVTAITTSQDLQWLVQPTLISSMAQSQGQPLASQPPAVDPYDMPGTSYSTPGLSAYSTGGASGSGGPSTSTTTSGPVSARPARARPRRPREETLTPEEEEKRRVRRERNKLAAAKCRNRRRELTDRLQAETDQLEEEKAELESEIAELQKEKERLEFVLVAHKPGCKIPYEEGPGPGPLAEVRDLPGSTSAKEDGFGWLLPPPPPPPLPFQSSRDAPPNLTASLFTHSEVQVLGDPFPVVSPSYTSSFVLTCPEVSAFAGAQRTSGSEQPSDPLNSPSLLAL
# CAL PDZ FP-2: blocks peptide binding to the human CAL PDZ domain; purified CAL PDZ, TMR-peptide fluorescence polarization, 1 h; inhibition, % at 24.9 µM; Q9HD26; AID 602252; 0.92% of 300,000 active;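 active means mean inhibition of at least 30% with at least half of replicates also reaching 30%; inconclusive means no clear call, values can overlap the other calls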;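 further: 0% = DMSO neutral control and 100% = excess unlabeled competitor peptide PRC23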
# PvdQ inh: P. aeruginosa PvdQ acylase inhibition. purified PvdQ acylase, fluorescence plate reader. inhibition, % at 10 µM. 0.063% of 340,000 active; in the data active means inhibition above about 30%, passing the limit was not always enough; inconclusive means no clear call, values can overlap the other calls;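 further: 0% = vehicle neutral wells and 100% = reference inhibitor wells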
# PfHsp90 set2: reduces growth (ATP signal) of yeast expressing P. falciparum Hsp90; AID 504621; inhibition, % at 9.4 µM; S. cerevisiae expressing PfHsp90, BacTiter-Glo ATP, 48 h; yeast lacking PDR1 and PDR3 efflux regulators; 0.32% of 310,000 active;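 active means every replicate shows inhibition above about 80%, whatever the replicate mean, limit read from the data; inconclusive means mean inhibition reaches the set limit but some replicate falls short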;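 further: 0% = DMSO neutral controls and 100% = 20 µM radicicol positive controls; yeast relying on Plasmodium falciparum Hsp90 in place of its own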
# SR-BI DiI-HDL act: enhances SR-BI lipid uptake from DiI-HDL. activation, % at 12.5 µM. 0.096% of 320,000 active. CHO ldlA[mSR-BI] cells, DiI-HDL uptake fluorescence, 3 h; 100 = double the neutral-control signal;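 active means mean replicate activation of at least 60% and every replicate at or above 60%; inconclusive means mean or all-replicate condition met, but not both; inactive means mean below 60% and not all replicates reaching 60%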;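 further: 0% = median plate neutral-control signal and 100% = twice that signal; values of inactives mirror those of a sister screen read the other way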
#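 Material – SR-BI-overexpressing, LDLR-lacking CHO cells · Medium – BSA-supplemented, HEPES-buffered Ham's F12, pH 7.4 · Doses – single concentration · Times – compound with DiI-HDL co-incubation, 3 h at 37 °C · Measured by – bottom-read fluorescence, 550/595 nm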
# SR-BI DiI inh: blocks mouse SR-BI lipid uptake from DiI-HDL. Q61009. ldlA[mSR-BI] CHO cells, DiI-HDL uptake fluorescence, 3 h. inhibition, % at 12.5 µM. 0.96% of 320,000 active. AID 488896;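 active means mean replicate inhibition of at least 70% and a set share of replicates each scoring 70 or more; inconclusive means meets just one of the two criteria; inactive means fails both criteria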;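 further: 0% = median of neutral control wells and 100% = median of positive control wells; values of inactives mirror those of a sister screen read the other way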
# An asterisk follows results filed as active; ? = inconclusive; . = not tested or not shown.
PfHsp90 set2	NSD2 HMT inh	dFosB act	CAL PDZ FP-1	MITF act	CAL PDZ FP-2	SR-BI DiI-HDL act	structure	SR-BI DiI inh	Rtt109 Vps75	PvdQ inh
-0.1	5.8	-4.5	-1.7	-2.2	-0.7	.	Cc1cccc(CC(C)NC(=O)CCc2nnc(-c3ccccc3)o2)n1 (configuration not stated)	.	-0.4	-12.8
-1.8	7.1	2.4	0.3	.	-1.3	6.5	COc1ccc2c(/C=C/c3cc[n+](C)cc3)c[nH]c2c1	-6.5	-1.7	-8.8
-6.7	1.1	5.2	-1.4	11.9	2.8	1.0	C=CCc1ccccc1OCCNCc1ccccc1	-1.0	1.2	0.7
-27.5	-0.1	3.5	0.4	-0.9	0.8	6.2	COC(=O)C1C(OC)=CC(=O)C2CCCCC21 (configuration not stated)	-6.2	-13.3	-9.3
17.8	-0.4	-0.9	-6.0	-16.1	7.9	-15.0	Cc1[nH]n2c(=O)c3c(nc2c1-c1ccc(F)cc1)CCCC3	15.0	-4.3	-0.2
.	-1.0	-5.6	-1.5	-5.7	0.1	28.6	COc1ccccc1N1CCN(S(=O)(=O)CCNC(=O)CC2CCCCC2)CC1	-28.6	-3.5	-10.4
.	-0.7	-2.5	-1.2	-1.1	6.2	2.2	Cc1nnc(SCC(=O)N2CCCC2)n(N)c1=O	-2.2	0.9	5.4
-11.0	.	0.5	-0.2	-9.4	-0.3	19.6	O=C(O)CC1c2ccccc2C=Cc2ccccc21	-19.6	3.8	2.9

# Reprinted at random: four compounds from above.
PfHsp90 set2	NSD2 HMT inh	dFosB act	CAL PDZ FP-1	MITF act	CAL PDZ FP-2	SR-BI DiI-HDL act	structure	SR-BI DiI inh	Rtt109 Vps75	PvdQ inh
-11.0	.	0.5	-0.2	-9.4	-0.3	19.6	O=C(O)CC1c2ccccc2C=Cc2ccccc21	-19.6	3.8	2.9
-0.1	5.8	-4.5	-1.7	-2.2	-0.7	.	Cc1cccc(CC(C)NC(=O)CCc2nnc(-c3ccccc3)o2)n1 (configuration not stated)	.	-0.4	-12.8
-1.8	7.1	2.4	0.3	.	-1.3	6.5	COc1ccc2c(/C=C/c3cc[n+](C)cc3)c[nH]c2c1	-6.5	-1.7	-8.8
-27.5	-0.1	3.5	0.4	-0.9	0.8	6.2	COC(=O)C1C(OC)=CC(=O)C2CCCCC21 (configuration not stated)	-6.2	-13.3	-9.3

# Single records, from the list above. Order of screens: PfHsp90 set2 | NSD2 HMT inh | dFosB act | CAL PDZ FP-1 | MITF act | CAL PDZ FP-2 | SR-BI DiI-HDL act | SR-BI DiI inh | Rtt109 Vps75 | PvdQ inh
# `O=C(O)CC1c2ccccc2C=Cc2ccccc21` across the screens: -11.0 | . | 0.5 | -0.2 | -9.4 | -0.3 | 19.6 | -19.6 | 3.8 | 2.9
# `COc1ccccc1N1CCN(S(=O)(=O)CCNC(=O)CC2CCCCC2)CC1` across the screens: . | -1.0 | -5.6 | -1.5 | -5.7 | 0.1 | 28.6 | -28.6 | -3.5 | -10.4
# `Cc1cccc(CC(C)NC(=O)CCc2nnc(-c3ccccc3)o2)n1` (configuration not stated) across the screens: -0.1 | 5.8 | -4.5 | -1.7 | -2.2 | -0.7 | . | . | -0.4 | -12.8

# More entries.
PfHsp90 set2	NSD2 HMT inh	dFosB act	CAL PDZ FP-1	MITF act	CAL PDZ FP-2	SR-BI DiI-HDL act	structure	SR-BI DiI inh	Rtt109 Vps75	PvdQ inh
-4.1	-2.0	-3.7	-2.6	-2.4	0.2	.	CCOC(=O)c1cc(-c2cccnc2)nn1-c1ccccc1C	.	-5.6	-6.4
.	.	-4.9	-2.1	3.0	-3.1	-30.8	O=C(Nc1ccccc1N1CCCC1)C1CCN(S(=O)(=O)c2ccccc2)CC1	30.8	-4.6	-3.1
-19.4	0.2	-0.3	0.0	.	-0.8	-4.5	CC(C)Nc1nc(C#N)nc(NC(C)C)n1	4.5	-8.8	-13.3
22.3	-0.5	-6.8	-1.3	6.7	-4.1	1.8	O=C(O)c1ccccc1C(=O)c1ccc2c(c1)N(Cc1ccc(Cl)c(Cl)c1)C(=O)CO2	-1.8	7.3	-1.5
12.3	2.3	-17.4	-0.6	3.0	5.2	-2.2	O=C(COc1cccnc1[N+](=O)[O-])c1ccc(Cl)s1	2.2	?	-0.8
17.9	5.3	1.4	-3.1	.	2.6	.	Cc1ccc(C(=O)N/C(=C\c2ccco2)C(=O)NCCN2CCCCC2)cc1C	.	6.9	-2.7
-6.9	-3.2	-4.3	0.1	2.7	-0.2	21.0	O=C(O)c1cccc(NCc2cccnc2)c1	-21.0	-6.1	-4.7
18.7	26.5	-6.2	1.0	-1.6	-4.4	-18.9	C=CC[n+]1c(/C=C/c2ccc(OC(C)=O)c(OC)c2)ccc2ccccc21	18.9	.	-15.9
-5.8	0.1	-3.5	-2.0	-4.7	-2.8	26.1	COc1ccc(OC)c(S(=O)(=O)N(C)CC(=O)N2CCOCC2)c1	-26.1	8.0	-4.9
-14.1	-2.7	-4.3	-1.0	-12.4	2.6	8.2	CC(C)c1ccc(NC(=O)Cc2cn(C)c3ccccc23)cc1	-8.2	1.1	2.4
-7.6	.	-4.5	1.1	0.0	-2.4	27.0	Cc1ccc(S(=O)(=O)N2CCC(=O)N(C(COCc3ccccc3)C(C)C)CC2)cc1 (configuration not stated)	-27.0	-4.0	-13.2
.	-1.6	-8.5	-0.4	-3.5	-2.0	7.9	O=C(COC(=O)c1ncc(Cl)c(Cl)c1Cl)NCc1ccccc1	-7.9	3.1	-1.2
16.8	2.1	-20.3	-2.9	100.1*	0.1	.	CN(C(=O)c1ccco1)c1nnc(-c2ccc(F)cc2)s1	.	-9.6	-3.6
-3.2	5.8	0.2	0.0	4.9	0.3	26.5	CN(C)CC(C)(C)CNc1ccc(S(=O)(=O)N2CCCC2)cn1	-26.5	1.9	-4.7
.	-2.3	-12.1	-0.8	-4.1	-1.6	-11.4	COc1ccc(C=CC(=O)c2ccc([N+](=O)[O-])cc2)cc1	11.4	-2.0	-9.2
-3.7	-3.3	-10.0	-1.6	.	0.0	-13.4	CCc1c(O)cc2n(c1=O)-c1ccccc1C2(C)C	13.4	.	2.4
27.4	1.5	1.3	0.2	.	-5.3	6.8	CCOc1ccc(C(=O)N2CCN(CCc3ccccc3)CC2)cc1OCC	-6.8	0.0	-7.5
3.7	2.0	-10.5	-2.7	2.1	6.5	-3.0	CCNc1nc(NCC)n2c(SCC(=O)N(CC)C3CCCCC3)nnc2n1	3.0	-2.1	-0.9
-2.5	-3.7	-1.2	-0.9	.	12.6	-0.1	O=C(CNC(=O)c1ccc(Cl)cc1)OCCN1C(=O)c2ccccc2C1=O	0.1	2.8	-13.3
-9.1	1.2	-0.2	-1.1	.	-2.2	-2.5	COCCCNC(=O)CCC(=O)Nc1ccc2nc(N3CCOCC3)cc(C)c2c1	2.5	1.0	-17.0
45.5	2.4	-14.0	-0.9	-22.7	0.3	-1.3	Nc1ccc(NC(=O)c2ccccc2)c2c1C(=O)c1ccccc1C2=O	1.3	-0.5	-13.3
15.1	-4.0	3.0	-0.1	4.9	3.5	21.5	CCOC(=O)N1CCN(C(=O)C2CCC(=O)N2C(C)C)CC1 (configuration not stated)	-21.5	-17.3	-10.4
-44.8	-3.1	-10.4	-0.9	13.7	0.6	.	COc1cc(C)nc(N(Cc2ccccc2)S(=O)(=O)c2ccc(C)cc2)n1	.	2.3	-6.2
.	-1.3	0.9	-1.7	.	-4.1	5.7	CC1(C)CC2CC(C)(CN2C(=O)CN2C(=O)c3ccccc3C2=O)C1 (configuration not stated)	-5.7	2.1	-7.3
-13.4	9.1	-6.5	0.1	-5.9	13.8	-2.9	Cc1cccc(OCCSc2nc3c([nH]2)c(=N)ncn3Cc2ccccc2)c1	2.9	1.1	-10.1
4.4	-2.7	-1.9	-2.5	44.9	-1.1	-12.0	Cc1cccc(OCC(=O)N2CCC(c3ccccc3)C2)c1 (configuration not stated)	12.0	-3.3	-8.4
-8.3	14.2	2.5	-1.0	-42.7	-5.7	7.4	N=c1c2c(-c3ccccc3)c(-c3ccccc3)n(Cc3ccco3)c2ncn1CCO	-7.4	-2.3	-4.9
7.2	-4.7	-16.5	-1.1	-4.4	-3.7	-22.5	COc1ccc(NC(=O)CN(C)CC(=O)Nc2sc3c(c2C#N)CCC3)cc1	22.5	8.2	-12.4
-66.0	6.8	3.0	-1.7	-0.7	-4.5	13.1	CN(C)CCCN(C(=O)c1cc2ccccc2oc1=O)c1nc2c(F)cccc2s1	-13.1	3.0	-5.0
-13.5	-1.0	-8.2	0.4	-12.3	-1.9	-32.4	Cc1ccc(-c2cc(-c3ccccc3)nc(NN)n2)cc1	32.4	-4.5	-7.7
-4.3	-0.8	-1.4	-1.7	9.6	-4.9	-1.9	CC1(C)Cc2c(cnn2-c2ccccc2)C(NC(=O)C2(C(N)=O)CC2)C1 (configuration not stated)	1.9	-16.7	-11.4
-15.0	.	-5.5	1.2	-4.9	0.7	6.9	Cc1ccc(S(=O)(=O)N2[C@@H](c3ccc(F)cc3)C(C(=O)O)=CC[C@H]2c2cccs2)cc1	-6.9	7.2	-14.9
-8.2	-2.1	-1.2	-0.4	0.6	-2.6	22.1	CCCCC(CC)C1OCC(CN2CCCC2)O1 (configuration not stated)	-22.1	-2.5	-6.3
-7.0	0.9	-9.9	-1.9	55.2	-4.8	4.3	C(=N\N=C\c1cccs1)/c1cccs1	-4.3	-0.6	-13.2
9.4	2.3	-6.2	-1.1	8.0	-3.0	22.5	CN1CCN(c2ccc(NC(=O)c3ccc(Cl)cc3)cn2)CC1	-22.5	-2.3	-3.0
-20.0	12.2	-0.9	-3.0	-7.9	2.7	4.4	O=C1C2C3C=CC(C4CC34)C2C(=O)N1/N=C/c1ccc(-c2ccc(F)cc2[N+](=O)[O-])o1 (configuration not stated)	-4.4	0.7	-9.1
-12.2	-1.0	-8.9	-0.5	-12.5	-4.0	2.3	O=C(CN1C(=O)/C(=C/c2cccc(Br)c2)SC1=S)N1CCCC1	-2.3	-4.3	-12.0
2.9	.	-8.8	-1.5	-5.8	0.2	-52.1	COc1ccc(-c2nc3scc(-c4ccccc4)n3n2)cc1	52.1	6.4	-7.9
18.8	-2.5	1.1	-3.1	-4.6	-3.2	-30.7	CCCC(NCC(=O)Nc1ccccc1C(=O)NC1CC1)c1ccccc1 (configuration not stated)	30.7	-0.2	-8.1
-19.0	3.4	-6.8	-0.2	23.6	.	-7.9	c1ccc(NCCCNc2ccccc2)cc1	7.9	2.9	-4.3
